Compound activity deposited in PubChem by The Scripps Research Institute Molecular Screening Center.
PME-1_primary – PME-1 (human) inhibition | actives 0.53% (n = 320,000) | Q9Y570 | recombinant PME-1, FP-Rh probe fluorescence polarization | inhibition, % at 5.9 µM;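 active = inhibition above the campaign mean of all compounds plus 3 SD, cut at about 26% in these data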;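 also: competitive labeling of PME-1 active site by serine hydrolase directed probe; 0% = PME-1 with DMSO and 100% = wells lacking PME-1 enzyme; inhibitors block probe labeling so polarization falls and inhibition rises; many of its hits are not listed in these tables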
PAFAH1B2_inh – inhibitors of human PAFAH1B2; P68402; recombinant PAFAH1B2, FP-rhodamine activity probe, fluorescence polarization; inhibition, % at 3.39 µM; actives 1.2% (n = 340,000); AID 492953;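 active = inhibition above the mean of all tested compounds plus 3 SD, cut at about 24% in these data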;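 also: 0% = enzyme with DMSO and 100% = wells lacking PAFAH1B2; many of its hits are not listed in these tables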
pPAFAH_inh – inhibitors of human plasma PAF acetylhydrolase (pPAFAH); Q13093; recombinant pPAFAH, FP-rhodamine probe fluorescence polarization; inhibition, % at 3.39 µM; actives 1.5% (n = 330,000); AID 463082;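 active = inhibition above the mean inhibition across the screen plus 3 SD, cut at about 25% in these data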;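 also: inhibitors block binding of the rhodamine activity-based probe so polarization drops; 0% = enzyme with DMSO and 100% = wells lacking pPAFAH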
AHR_act – activates the human aryl hydrocarbon receptor; P35869; AHR-responsive luciferase reporter cells, luminescence; activation, % at 5 µM; actives 2.5% (n = 320,000); AID 2796; in the data active = activation above about 47%;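 also: 0% = vehicle wells and 100% = reference agonist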
MCL1-BIM_inh – MCL1-BIM-BH3 interaction inhibition (human). Q07820. GST-MCL1 / FITC-Bim-BH3 fluorescence polarization. inhibition, % at 10.9 µM. actives 0.68% (n = 320,000). AID 2057;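 active = inhibition above the mean inhibition of all tested compounds plus 3 SD, set per campaign, cut at about 40% in these data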;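 also: 0% = DMSO wells and 100% = unlabeled Bim-BH3 peptide control; higher means more loss of mP so more displacement of Bim peptide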
Target sequence (Q07820 whole entry, looked up): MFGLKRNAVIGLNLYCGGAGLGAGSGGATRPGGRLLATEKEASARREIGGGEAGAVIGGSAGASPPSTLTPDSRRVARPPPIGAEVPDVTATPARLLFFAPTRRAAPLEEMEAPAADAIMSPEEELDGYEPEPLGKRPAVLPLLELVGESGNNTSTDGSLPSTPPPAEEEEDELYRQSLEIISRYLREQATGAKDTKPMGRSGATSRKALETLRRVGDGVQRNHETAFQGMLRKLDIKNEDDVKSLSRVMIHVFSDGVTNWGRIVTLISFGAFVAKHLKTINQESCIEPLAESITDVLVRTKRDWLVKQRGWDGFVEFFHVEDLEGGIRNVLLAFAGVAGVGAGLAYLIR
GLD-1_TGE_inh – GLD-1-TGE RNA interaction inhibition (C. elegans); Q17339; purified GLD-1 + fluorescein TGE RNA, fluorescence polarization; inhibition, % at 5.96 µM; actives 0.44% (n = 320,000);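 active = percent inhibition above a per-plate cutoff, the plate mean of test compounds plus 3 SD, cut at about 30% in these data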;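 also: 0% = DMSO wells with GLD-1 and probe and 100% = wells lacking GLD-1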
Bcl-xL_primary – inhibitors of human Bcl-xL; GST-Bcl-xL / FITC-Bim BH3 peptide fluorescence polarization; inhibition, % at 10.9 µM; actives 0.7% (n = 320,000); AID 2129;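 active = inhibition above the mean of all tested compounds plus 3 SD, cutoff set per campaign, cut at about 30% in these data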;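 also: 0% = DMSO wells and 100% = unlabeled Bim-BH3 peptide competitor; inhibitors lower millipolarization by displacing the labeled peptide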
Fam108B_inh – Fam108B inhibition, counter-screen for RBBP9 inhibitors; recombinant Fam108B, FP-Rh probe fluorescence polarization; inhibition, % at 9.51 µM; actives 0.33% (n = 300,000); AID 1947;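 active = inhibition above the screen mean inhibition plus 3 SD, computed separately per campaign, cut at about 18% in these data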;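 also: inhibitors lower polarization as less probe binds the enzyme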
An asterisk follows results filed as active.

SMILES PME-1_primary PAFAH1B2_inh pPAFAH_inh AHR_act MCL1-BIM_inh GLD-1_TGE_inh Bcl-xL_primary Fam108B_inh
CC[C@@H]1C(=O)OC[C@@H]1Cc1cncn1C 0 1 2 -3 1 0 3 -6

A portion of the library; count on the stated rates, not on these rows.
